RAM inhibit = yeast RAM network inhibition; actives 1.8% (n = 190,000); S. cerevisiae dse1pr::URA3 reporter, 5-FOA growth OD615, 2 d; analog-sensitive cbk1-as2 kinase mutant strain; inhibition, % at 50 µM; AID 868;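 active = inhibition above a set limit, 3 SD over mean compound inhibition, cut at about 8.4% in these data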;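 note: 0% = DMSO-only wells with no growth and 100% = 10 µM 1-NA-PP1 full growth; inhibition rescues growth on 5-FOA so higher OD means more RAM inhibition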
TNAP inh no acc = inhibitors of human TNAP without phosphate acceptor; actives 0.26% (n = 200,000); purified TNAP, CDP-star luminescence, 30 min; AID 1012; inhibition, % at 20 µM; P05186;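 active = tissue-nonspecific alkaline phosphatase inhibition above about 50% at 20 µM in the single-dose screen, limit read from the data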;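 note: 0% = DMSO negative control and 100% = EDTA positive control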
Lmaj promast = Leishmania major promastigote growth inhibition; Leishmania major promastigotes, resazurin fluorescence viability; inhibition, % at 10 µM; actives 9% (n = 200,000); in the data active = inhibition above about 50%;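 note: promastigotes grown with compound for 44 hours at 28 °C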
PMI activator = phosphomannose isomerase (human) activation; P34949; purified human PMI, coupled resazurin fluorescence, 20 min; hits give high values; 1 = vehicle control, 0 substrate-free wells; activation factor at 20 µM; actives 0.005% (n = 190,000); AID 1214;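 active = activation factor of 2 or more at 20 µM, relative to plate controls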
PMI act hi M6P = activators of human phosphomannose isomerase at near-saturating mannose 6-phosphate; activation factor at 20 µM; P34949; coupled PMI enzyme assay, resazurin fluorescence, 20 min; hits give high values; 1 = untreated enzyme, 0 = substrate-free blank; actives 0.34% (n = 190,000);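 active = activation factor of 2 or more at 20 µM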
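Test system: human PMI in coupled enzyme assay; Input: PMI at 15 ng/mL final; Medium: HEPES buffer, pH 7.4; Schedule: 20 min incubation at room temperature; Technique: resorufin fluorescence at Ex 544/Em 590 nm; Compound: 20 µM single dose; Probe or stimulus: Near-saturating mannose-6-phosphate, 1.0 mM.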
DTT redox prof = compounds producing H2O2 with reducing agent – biochemical, NIH compound library profiling, artefact control for MLSCN library redox annotation, primary screen | actives 0.03% (n = 200,000) | activation, % at 10 µM | DTT-dependent redox cycling H2O2, phenol red/HRP absorbance; 100% = 100 µM peroxide control, 0% = buffer;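 active = activation of at least 50% relative to the plate's high and low controls in the primary single-dose screen; inactive = activation below 50%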;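 note: compound incubated with DTT at 0.8 mM final as the reducing agent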
S1P3 antag = antagonists of human S1P3 receptor. Q99500. CHO S1P3 NFAT-BLA reporter, FRET fluorescence, antagonist mode. inhibition, % at 4.98 µM. actives 0.27% (n = 170,000);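 active = inhibition above the plate cutoff, the mean inhibition of test wells on that plate plus 3 SD, cut at about 28% in these data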;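 note: cells challenged with S1P at its EC80 of 0.8 µM; blue over green emission ratio from cleaved BLA substrate after 4 h stimulation; 0% = S1P-stimulated wells and 100% = unstimulated DMSO-only wells; some compounds past the cut are filed as inactive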
Hsp70 act = Hsp70 transcriptional activation, primary screen. activation, % at 10 µM. AID 1203. actives 0.04% (n = 200,000). HeLa Hsp70 promoter luciferase reporter, luminescence; scaled: vehicle 0, proteasome-inhibitor control 100%;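 active = activation above the mean across all tested compounds plus 3 SD, cutoff set per campaign, cut at about 5.5% in these data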;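 note: 100% = MG132 at 30 µM as the positive control and 0% = DMSO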
TNAP inh hiacc = TNAP (human) inhibition, high acceptor; P05186; purified TNAP, CDP-star luminescence, 1 M DEA; inhibition, % at 20 µM; actives 0.03% (n = 200,000); AID 1135;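 active = over 50% inhibition of tissue-nonspecific alkaline phosphatase at 20 µM in the single-dose screen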;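 note: plate controls were DMSO wells for no effect and EDTA-quenched wells as full inhibition for full effect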
HMGR II inh = E. faecalis class II HMG-CoA reductase inhibition; purified E. faecalis HMGR, NADPH absorbance 340 nm kinetic; inhibition, % at 10 µM; actives 0.41% (n = 190,000);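 active = inhibition above a set limit, the median over all tested compounds plus 3 SD, cut at about 9.5% in these data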;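 note: enzyme runs in reverse so mevalonate oxidation gives rising NADPH absorbance; 0% = complete reaction with DMSO and 100% = background rate lacking mevalonate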
The depositor's hits bear a star; · = not tested or not shown.

SMILES	RAM inhibit	TNAP inh no acc	Lmaj promast	PMI activator	PMI act hi M6P	DTT redox prof	S1P3 antag	Hsp70 act	TNAP inh hiacc	HMGR II inh
COc1ccc(C2N(c3cc(Cl)ccc3OC)C(=O)C3CCCN32)cc1OC (stereo unspecified)	-0.3	-11	2	1	0.9	-3.4	7	-0.2	-3	0
O=C(/C=C/c1cccc(Cl)c1)NCCN1CCOCC1	-0.1	-9	1	1	1.1	-0.6	0	-0.4	-3	0
COc1ccc(NS(=O)(=O)c2ccc(OC)c3ccccc23)cn1	1.5	13	7	1.1	1.1	-0.3	5	0.6	-6	-8
COc1cccc(NC(=O)C2CCCN(S(=O)(=O)c3cccc4nonc34)C2)c1 (stereo unspecified)	4.0	-13	-1	1	1	0.8	1	-0.3	-3	-9
COc1ccccc1/C=C1\SC(=S)N(CCC(=O)NCCCN2CCOCC2)C1=O	-1.9	2	20	0.9	0.9	-0.1	9	-0.1	1	-2
C/C(=N\NC(=O)c1ccccc1C)c1ccc(NC(=O)c2cccs2)cc1	1.1	-9	0	1	1.1	-4.8	·	0.0	-3	-2
c1ccc(CNCC2COc3ccccc3O2)cc1 (stereo unspecified)	1.2	-14	91*	1.1	1	0.8	·	0.0	-5	-5
CCCCNC(=O)C1c2cc(OC)c(OC)cc2C(=O)N(C)C1c1cccs1 (stereo unspecified)	-1.1	-10	9	1.1	1.1	-0.6	-22	-0.3	0	-1
CCCCNC(=O)CSc1nnc(-c2ccc(S(=O)(=O)N3CCCC3)cc2)n1C	-0.4	-8	-9	1	1.1	0.2	·	-0.2	-3	-1
O=C(NCCC1=CCCCC1)C1CCN(Cc2cnn(-c3ccccc3)c2-n2cccc2)CC1	0.8	-88	42	0.9	0.9	-0.2	5	0.9	-24	0
Cc1ccc(-c2nc(N)n(S(=O)(=O)c3ccc(C)cc3)n2)cc1	1.6	-5	4	1	0.9	-1.1	5	-0.1	-1	-1
Cc1ccc(Cl)cc1N(CC(=O)Nc1cccc(N(C)S(C)(=O)=O)c1)S(C)(=O)=O	1.8	-6	3	1	1	-0.5	3	-0.1	-2	1
COc1ccc(C2C(C(C)=O)=C(O)C(=O)N2CCc2ccccc2)c(OC)c1 (stereo unspecified)	3.5	-10	-1	0.9	1	-0.1	-1	0.1	-3	-4
CCc1nnc(NC(=O)c2ccc(COc3ccc(C)cc3)o2)s1	4.6	-5	0	1	1	3.1	-3	-0.5	5	3
CC(C)c1ccc2oc3nc(N)c(C(=O)O)cc3c(=O)c2c1	·	-9	·	0.9	1	·	6	-0.4	-2	0
CCOc1cnc(-c2c(-c3ccccc3Cl)noc2C)o1	3.6	-12	0	1	1	-0.8	-6	-0.4	-3	-9
CCCC(=O)N1CCc2cc(-c3nc(N)sc3C)ccc21	0.6	-5	17	0.9	1	0.1	-53	-0.2	-1	3
O=C(CC(C(=O)O)c1ccc(Cl)cc1)c1ccccc1 (stereo unspecified)	0.0	-4	-8	1.1	1	-1.8	6	-0.1	-2	-2
O=C(Nc1cccc(F)c1)c1ccccc1	0.4	-12	42	0.9	1	0.3	·	0.4	-7	-1
CC(C)N(C(=O)C(F)(F)F)C(C(=O)NC1CCCCC1)c1ccncc1 (stereo unspecified)	0.6	-1	0	1	1	0.8	·	-0.2	3	1
COc1ccccc1NC(=S)NC(=O)/C=C/c1cccs1	3.2	-12	-6	0.8	0.9	-0.1	-1	-0.1	-3	1
COc1cccc(OCc2nnc(SCC(=O)NCc3ccco3)n2CCc2ccccc2)c1	0.3	-6	91*	1	0.9	1.5	6	-0.4	-2	3
COc1cccc(C(=O)CC(C(=O)O)c2ccc(F)cc2)c1 (stereo unspecified)	1.2	-4	-3	1	1	-0.9	1	-0.2	0	-1
Cc1ccc(C(=O)n2c3ccccc3c3ccccc32)cc1	4.9	-6	-3	0.9	0.9	0.0	·	-0.1	-4	-1
CC(C)CNC(=O)NC(=O)CSc1nc2ccccc2n1CC(C)C	-0.7	-8	9	0.9	1	0.3	·	-0.1	-11	2

Next section; the last 4 above are carried over.
SMILES	RAM inhibit	TNAP inh no acc	Lmaj promast	PMI activator	PMI act hi M6P	DTT redox prof	S1P3 antag	Hsp70 act	TNAP inh hiacc	HMGR II inh
COc1cccc(OCc2nnc(SCC(=O)NCc3ccco3)n2CCc2ccccc2)c1	0.3	-6	91*	1	0.9	1.5	6	-0.4	-2	3
COc1cccc(C(=O)CC(C(=O)O)c2ccc(F)cc2)c1 (stereo unspecified)	1.2	-4	-3	1	1	-0.9	1	-0.2	0	-1
Cc1ccc(C(=O)n2c3ccccc3c3ccccc32)cc1	4.9	-6	-3	0.9	0.9	0.0	·	-0.1	-4	-1
CC(C)CNC(=O)NC(=O)CSc1nc2ccccc2n1CC(C)C	-0.7	-8	9	0.9	1	0.3	·	-0.1	-11	2
O=C(Nc1cccc(O)c1)c1ccc([N+](=O)[O-])cc1Cl	1.4	1	38	1	1	0.2	-4	0.1	1	-1
CC(C(=O)Nc1ccc([N+](=O)[O-])cc1)N1CCN(C/C=C/c2ccccc2)CC1 (stereo unspecified)	1.6	-12	82*	1	1	0.2	20	-0.4	1	3
O=C1CC(c2ccc(F)cc2)Cc2nc(NCc3ccco3)ncc21 (stereo unspecified)	4.7	-9	-6	1	1	2.0	-18	-0.4	-1	5
CC(C(=O)Nc1ccccc1-c1ccccc1)N1CCN(S(=O)(=O)c2ccccc2)CC1 (stereo unspecified)	-0.9	-4	16	0.8	0.9	0.9	0	-0.3	0	-10
COc1ccccc1NC(=O)COC(=O)C1CC2C=CC1C2 (stereo unspecified)	1.4	-8	-7	0.9	0.9	-0.1	-21	-0.3	-1	-2
CCN1CCN(C(=O)c2ccc3c(=O)n(C4CCCC4)c(=S)[nH]c3c2)CC1	0.8	-1	24	1	1	3.1	-13	-0.2	-4	0
c1ccc(-c2n[nH]nc2-c2ccccc2)cc1	0.9	1	-11	0.8	0.9	-2.3	-7	-0.2	-5	-4
O=C(Nc1cnn(Cc2ccc(F)cc2)c1)c1cc(-c2ccco2)on1	5.9	-7	69*	1.2	1	-0.1	11	-0.2	-4	1
CC(C)NC(=O)NC(=O)CSc1nnc(C(F)(F)F)n1C	0.2	-7	2	1.1	1.2	-1.7	-12	0.0	-6	-1
CC(C)CNC(=O)Cn1nc(C(F)(F)F)c2c1CCCC2	0.4	-7	-6	0.9	1	-1.2	5	0.1	-1	-4
O=C(Nc1cn(-c2ccccc2)nc1-c1cccs1)c1ccco1	3.5	-12	0	1	0.9	-0.3	1	0.0	-6	-3
O=C(Nc1nccs1)[C@@H]1CCCN1C(=O)c1cccs1	0.6	-13	2	1.1	1.1	-2.3	3	0.0	-5	0
CCn1nc(C)cc1C(=O)N1CCc2c([nH]c3ccccc23)C1c1cc(F)ccc1F (stereo unspecified)	3.1	-11	20	0.8	0.8	0.5	-20	0.2	-8	0
CSc1nsc(SC)c1NC(=O)OCc1ccccc1	4.0	-10	2	1.1	1.2	2.3	8	0.4	-3	-3
CC1(C)Cc2c(c(N3CCOCC3)nc3sc4c(=O)[nH]cnc4c23)CS1	1.6	2	14	1.1	1.1	0.0	·	0.0	-5	1
O=C(Nc1ccccc1)c1ccccc1NS(=O)(=O)c1ccc(Cl)s1	4.7	-8	-6	1	1	1.3	·	-0.5	-3	-5
COc1cc(/C=C2\C(=O)N(c3ccccc3)N=C2C)ccc1Oc1ccc([N+](=O)[O-])cc1[N+](=O)[O-]	2.8	-27	31	0.8	0.8	-0.2	-11	-0.4	0	-1
CCOC(=O)c1ccc(NC(=O)COc2cc(=O)n(CC)c3ccccc23)cc1	4.5	-6	-6	1.1	1.1	-0.3	·	0.2	7	1
CCN1CCn2c3c(c4cc(C)ccc42)CCCC31 (stereo unspecified)	0.7	7	8	0.9	0.9	2.3	20	-0.5	-5	-9
CC(C)Cc1n[nH]c(=O)[nH]1	0.5	11	-4	1	0.9	-3.4	-25	-0.4	1	-2
CC(OC(=O)CCc1c[nH]c2ccccc12)C(=O)c1ccccc1 (stereo unspecified)	2.1	-6	-6	0.7	0.8	0.2	12	-0.2	-4	-4
CCOc1ccc2[nH]c(=O)c(CN(CCN3CCCC3)C(=S)Nc3ccccc3OC)cc2c1	0.4	-10	0	0.9	0.9	-0.5	-4	-0.4	-6	-6
C=CCNCCCCOc1ccc(OCC)cc1	2.9	-17	100*	1	1	0.0	·	-0.2	-3	0
CCOC(=O)C1=C(c2ccccc2)OC(N)=C(C#N)C1c1ccncc1 (stereo unspecified)	-0.1	-4	0	1	0.8	0.0	-22	0.0	-1	-2
COc1ccc(C2Nc3ccccc3C(=O)N2Cc2ccco2)cc1COc1ccc(NC(C)=O)cc1 (stereo unspecified)	4.7	-15	8	0.7	0.8	3.8	-30	-0.4	-8	1
Further structures follow:
SMILES	RAM inhibit	TNAP inh no acc	Lmaj promast	PMI activator	PMI act hi M6P	DTT redox prof	S1P3 antag	Hsp70 act	TNAP inh hiacc	HMGR II inh
COc1ccc(OCCN2C(=O)NC(C)(c3ccc(C)cc3)C2=O)cc1 (stereo unspecified)	-0.6	0	7	1.1	1.1	2.8	-18	-0.2	-4	-5
Cn1c(N2CCN(S(=O)(=O)c3ccc(Cl)cc3)CC2)nc2ccccc21	-0.4	-14	9	1	1.1	-0.2	3	-0.5	-9	-6
Clc1ccc(/C=N/NC(=Nc2ccccc2)c2ccccn2)c(Cl)c1	-0.3	-2	16	0.9	1	1.5	·	1.1	1	2
C/C(=N\NC(=O)c1ccc(Cl)c(Cl)c1)c1cccc(NC(=O)C(C)C)c1	1.2	-4	6	0.8	0.8	-4.3	·	-0.1	-2	6
COCCNC(=O)Cn1cc(/C=N/NC(=O)c2ccc(Oc3ccc(O)cc3)cc2)c2ccccc21	1.5	-12	-1	1	1	-1.7	4	-0.2	-6	0
Cc1cccc(CN2CCN(Cc3ccc4nonc4c3)CC2CCO)n1 (stereo unspecified)	1.4	-5	-3	0.9	0.9	-1.5	15	-0.4	-3	-4
Cc1ccc(C)c(NC(=O)CN(C)C(=O)COc2ncnc3sccc23)c1	1.1	-4	58*	1	0.9	·	4	-0.3	-6	3
CCOc1cc(/C=N/NC(=O)Cn2nc([N+](=O)[O-])cc2C)cc(Br)c1OCc1ccccc1F	2.2	-7	1	0.9	0.9	-0.1	·	-0.2	-4	0
CSc1cccc(NC(=O)C2CCN(S(C)(=O)=O)CC2)c1	1.3	-9	-2	0.9	0.9	1.3	-22	-0.4	-5	-5
O=C1CSC(=S)N1/N=C/C=C/c1ccccc1	-0.4	8	-7	1	0.9	-0.6	2	0.1	1	-4
O=C(NCc1ccccc1)c1ccc(-c2ccc(F)cc2)o1	0.8	-8	-3	0.8	0.9	-0.2	·	-0.2	-4	-1
O=C(NNC(=O)c1sccc1-n1cccc1)c1cccs1	1.4	-12	5	1	0.9	-1.9	-3	-0.2	-5	-8

From PubChem
